Compound activity as filed in PubChem BioAssay.
LYPLA2 counter – LYPLA2 inhibitors, primary screen, counter-screen for PME1 inhibitor project, biochemical, fluorescence polarization, FP-Rh probe ABPP. recombinant LYPLA2. inhibition, % at 5.9 µM. 0.38% of 320,000 active. Acyl-protein thioesterase 2 (Homo sapiens), O95372;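 active means inhibition above the screen-wide mean plus 3 SD, limit set per campaign, cut at about 26% in these data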;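 further: 0% = LYPLA2 with DMSO and 100% = wells lacking LYPLA2 enzyme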
Target sequence (O95372 whole entry, looked up): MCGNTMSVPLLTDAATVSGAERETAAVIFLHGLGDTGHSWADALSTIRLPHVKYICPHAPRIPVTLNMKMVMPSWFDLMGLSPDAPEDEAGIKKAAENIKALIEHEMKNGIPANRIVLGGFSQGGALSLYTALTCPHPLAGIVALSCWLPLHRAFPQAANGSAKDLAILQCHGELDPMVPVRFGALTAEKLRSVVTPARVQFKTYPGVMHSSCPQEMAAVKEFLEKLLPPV
PREPL inh – PREPL enzyme inhibitors, primary screen, biochemical, fluorescence polarization. inhibition, % at 5.96 µM. recombinant PREPL, fluorescence polarization activity-based probe. Prolyl endopeptidase-like (Homo sapiens), Q4J6C6. 0.68% of 320,000 active. AID 2751, 2010; in the data active means inhibition above about 43%;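 further: 0% = enzyme with DMSO and 100% = wells lacking enzyme; many of its hits are not listed in these tables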
PAFAH1B2 inh – PAFAH1B2 enzyme inhibitors, primary screen, biochemical, fluorescence polarization, human; Platelet-activating factor acetylhydrolase IB subunit alpha2 (Homo sapiens), P68402; recombinant PAFAH1B2, FP-rhodamine activity probe; inhibition, % at 3.39 µM; 1.2% of 340,000 active;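 active means inhibition above the mean of all tested compounds plus 3 SD, cut at about 24% in these data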;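 further: 0% = enzyme with DMSO and 100% = wells lacking PAFAH1B2; many of its hits are not listed in these tables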
PAFAH1B3 FP inh – PAFAH1B3 enzyme inhibitors, primary screen, biochemical, fluorescence polarization, human; Platelet-activating factor acetylhydrolase IB subunit alpha1 (Homo sapiens), Q15102; recombinant PAFAH1B3, FP-rhodamine probe; inhibition, % at 3.39 µM; 0.28% of 340,000 active; AID 492972, 2010;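 active means inhibition above the screen-wide average of all tested compounds plus 3 SD, cut at about 25% in these data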;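 further: 0% = enzyme with DMSO only and 100% = wells lacking PAFAH1B3 protein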
Target sequence (Q15102 whole entry, looked up): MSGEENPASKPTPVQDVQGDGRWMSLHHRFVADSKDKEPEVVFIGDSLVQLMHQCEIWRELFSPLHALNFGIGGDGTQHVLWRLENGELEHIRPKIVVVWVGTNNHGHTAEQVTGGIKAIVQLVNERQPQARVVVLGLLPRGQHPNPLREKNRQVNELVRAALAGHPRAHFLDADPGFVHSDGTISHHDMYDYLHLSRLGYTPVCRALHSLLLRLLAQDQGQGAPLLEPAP
GSTO1 inh – inhibitors of recombinant GSTO1, primary screen, counter-screen for RBBP9 inhibitor project, biochemical, fluorescence polarization | 1.1% of 300,000 active | activity-based probe fluorescence polarization | Glutathione S-transferase omega-1 (Homo sapiens), P78417 | inhibition, % at 5.96 µM;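 active means inhibition above the campaign mean inhibition plus 3 SD, cut at about 35% in these data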;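 further: 0% = GSTO1-1 with DMSO and 100% = wells lacking GSTO1-1 enzyme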
LYPLA1 counter – LYPLA1 inhibitors, primary screen, counter-screen for PME1 inhibitor project, biochemical, fluorescence polarization, FP-Rh probe ABPP; 0.16% of 320,000 active; AID 2174, 2009; Acyl-protein thioesterase 1 (Homo sapiens), O75608; inhibition, % at 5.9 µM; recombinant LYPLA1;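 active means inhibition above the mean of all tested compounds plus 3 SD, set per campaign, cut at about 14% in these data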;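 further: inhibitors block serine hydrolase probe labeling of LYPLA1 so polarization falls; 0% = enzyme with DMSO and 100% = wells lacking LYPLA1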
pPAFAH inh – pPAFAH enzyme inhibitors, primary screen, biochemical, fluorescence polarization, human | recombinant pPAFAH, FP-rhodamine probe fluorescence polarization | Platelet-activating factor acetylhydrolase (Homo sapiens), Q13093 | 1.5% of 330,000 active | inhibition, % at 3.39 µM | AID 463082, 2010;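 active means inhibition above the mean inhibition across the screen plus 3 SD, cut at about 25% in these data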;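 further: inhibitors block binding of the rhodamine activity-based probe so polarization drops; 0% = enzyme with DMSO and 100% = wells lacking pPAFAH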
Target sequence (Q13093 whole entry, looked up): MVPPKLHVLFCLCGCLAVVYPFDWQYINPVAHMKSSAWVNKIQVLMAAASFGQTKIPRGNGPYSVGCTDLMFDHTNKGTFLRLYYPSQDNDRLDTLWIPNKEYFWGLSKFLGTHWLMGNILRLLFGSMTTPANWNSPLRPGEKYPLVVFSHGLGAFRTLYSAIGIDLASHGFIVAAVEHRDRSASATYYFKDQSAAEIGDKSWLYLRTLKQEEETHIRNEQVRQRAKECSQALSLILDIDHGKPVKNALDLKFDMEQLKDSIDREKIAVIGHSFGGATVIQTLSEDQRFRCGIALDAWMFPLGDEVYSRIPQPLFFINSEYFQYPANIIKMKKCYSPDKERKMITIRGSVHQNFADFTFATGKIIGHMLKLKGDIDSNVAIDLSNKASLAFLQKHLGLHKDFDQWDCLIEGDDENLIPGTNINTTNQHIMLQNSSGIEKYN
PAD4 FP inh – human PAD4 inhibitors, primary screen, biochemical, fluorescence polarization, 1536-well format. recombinant PAD4, RCA probe fluorescence polarization. inhibition, % at 6.36 µM. 0.41% of 330,000 active;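 active means percent inhibition above a cutoff equal to the mean of all tested compounds plus 3 SD, cut at about 15% in these data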;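 further: 0% = PAD4 with RCA probe and DMSO and 100% = probe without PAD4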
PME-1 primary – PME-1 inhibitors via competitive probe labeling, primary screen, biochemical, fluorescence polarization, FP-Rh probe, HTS; Protein phosphatase methylesterase 1 (Homo sapiens), Q9Y570; 0.53% of 320,000 active; inhibition, % at 5.9 µM; recombinant PME-1;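 active means inhibition above the campaign mean of all compounds plus 3 SD, cut at about 26% in these data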;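 further: competitive labeling of PME-1 active site by serine hydrolase directed probe; 0% = PME-1 with DMSO and 100% = wells lacking PME-1 enzyme; inhibitors block probe labeling so polarization falls and inhibition rises; many of its hits are not listed in these tables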
* = called active by the depositor; x = not tested or not shown.

Compound	LYPLA2 counter	PREPL inh	PAFAH1B2 inh	PAFAH1B3 FP inh	GSTO1 inh	LYPLA1 counter	pPAFAH inh	PAD4 FP inh	PME-1 primary
COc1cc(C(=O)O)nc2ccccc12	-2	9	-3	7	-8	-2	4	-2	1
Fc1ccc(-c2nn(-c3ccccc3)cc2CNCc2ccccc2)cc1	2	-34	x	x	2	-2	1	-7	-9
CCN(c1ccccc1)S(=O)(=O)c1ccc(Cl)c(NC(=O)CSc2nncs2)c1	1	-29	0	8	7	-4	2	1	-1
Cc1cc(-c2cccc([N+](=O)[O-])c2)nc2ccccc12	0	1	-1	0	11	-5	3	1	2
CCc1nn(C(CC)C(=O)NCc2cccc(OC)c2)c(=O)c2cc3occc3n12 (centres undefined)	6	-11	0	-1	4	3	3	2	1
O=C1c2cccc3c([N+](=O)[O-])ccc(c23)C(=O)N1c1ccc(Cl)cn1	-6	26	12	34*	-55	-10	7	5	28*
CS(=O)(=O)N(CCc1ccccc1)CC(=O)NCC1CCCO1 (centres undefined)	8	2	4	1	-2	-1	1	0	4
O=C(OCCCN1CCCC1)C1(c2ccccc2)CCCC1	-6	-16	6	4	2	-3	1	3	-7
COCCSc1nnc(NC(=O)C(C)(C)C)s1	-5	-11	4	6	4	-1	-3	2	-2
O=C(c1ccccc1)C1C(=O)c2ccccc2C1=O	2	2	3	6	-17	-2	2	-19	3
CC1CCc2cc(F)ccc2N1C(=O)c1ccc2c(c1)OCO2 (centres undefined)	2	8	14	-4	-1	0	0	-3	-1
CCOC(=O)CCCCC(=O)c1[nH]c(=O)[nH]c1CSCCO	2	19	2	6	3	1	0	3	2
COC(=O)c1[nH]nc2c1C(=O)N(C1CCCCC1)C2=O	6	34	5	5	-4	1	4	-7	3
Cc1cc(S(=O)(=O)Nc2noc3ccccc23)ccc1F	-6	3	1	3	1	-4	-6	-5	-11
Cc1ccc(NC(=S)NC2CCCC2)cc1C	-2	-3	6	12	-3	-1	-1	-2	4
CCO[C@H]1OC(C(=O)N2CCCCCCC2)=C[C@@H](c2csc3ccccc23)[C@@H]1CCCO	4	5	-5	6	-2	-1	5	-7	-1
COc1ccc(NC(=O)CN(Cc2ccco2)Cc2ccco2)cc1S(=O)(=O)N1CCCCC1	2	12	-1	-1	x	-3	2	-1	2
COc1ccc(CN2CCS(=O)(=O)CC2)cc1OC	-3	-3	4	3	2	-2	2	6	2
O=C(CCCOc1ccc(Cl)cc1Cl)Nc1ccncc1	4	-29	5	-3	-1	1	5	2	-7
CCOC(=O)C1=C(C)N(C)C(=O)C1CC(=O)O (centres undefined)	-4	17	-3	5	11	-2	3	0	-5
CCOC(=O)C1=C(C)NC(SCC(=O)O)=NC1c1ccccc1 (centres undefined)	-7	-1	x	x	5	-2	-12	-13	-14
CCCC(C)NC(=O)COC(=O)c1ccc(Cl)c(S(N)(=O)=O)c1 (centres undefined)	5	-9	1	-2	-3	3	5	1	2
NC(=O)N/N=C\c1cc(Br)ccc1O	4	-1	2	2	12	0	-2	5	3
O=C(O)CCCn1c(=S)[nH]c2c(sc3ccc([N+](=O)[O-])cc32)c1=O	13	11	7	9	-3	6	4	1	1
O=C(NC(=S)N1CCc2ccccc21)c1ccccc1Br	-8	1	7	10	1	0	1	-1	2
CC(=O)c1ccc(N2CCCCCC2)c(F)c1	0	0	5	15	1	0	5	1	-8
CC1(C)C(C=C(Cl)Cl)C1C(=O)N(Cc1ccc(Cl)cc1)C1CCS(=O)(=O)C1 (centres undefined)	2	0	6	6	-3	-1	4	2	-5
COc1cc(C#Cc2c(-c3cncn3C)n(C)c3ccc(-c4ccc(OC)nc4)cc23)cc(OC)c1	-8	25	0	-4	x	3	0	-6	1
C/C(=N\O)c1ccc2c3c([nH]c2c1)CCCC3	1	12	6	-1	6	5	2	-3	6
Cc1ccccc1-c1nc(CS(=O)CC(=O)NCc2ccc3c(c2)OCO3)c(C)o1 (centres undefined)	4	3	-3	5	9	0	8	-3	5

New compounds follow
Compound	LYPLA2 counter	PREPL inh	PAFAH1B2 inh	PAFAH1B3 FP inh	GSTO1 inh	LYPLA1 counter	pPAFAH inh	PAD4 FP inh	PME-1 primary
COc1ccc(N(CC(=O)N/N=C(\C)c2ccccc2)S(=O)(=O)c2ccccc2)cc1	-2	-18	-5	10	4	-4	6	-2	-4
Cc1ccc(C(=O)N/N=C\c2ccccn2)cn1	1	-6	5	0	16	1	1	4	1
Cc1ccccc1NC(=S)NCC1CCN(C(C)c2ccccc2)C1 (centres undefined)	2	-6	1	-6	-3	-1	1	3	-2
CC(=O)N1CCN(CC(=O)Nc2c(Cl)cccc2Cl)CC1	-6	-4	-4	-4	0	-3	2	-4	-6
NC(=Nc1ccc(Br)cc1)c1ccccc1	4	-2	3	9	-4	-1	4	0	2
Cc1cc(Nc2ccc(C)c(C)c2)n2nc(C)nc2n1	7	8	3	12	-6	1	4	5	0
Cc1cc(NC(=O)C2CCCCC2C(=O)O)ccc1NC(=O)c1ccccc1 (centres undefined)	1	18	0	0	3	0	2	1	0
Cc1ccc(C(=O)N2CCN(c3cccc(C)c3C)CC2)o1	0	10	-5	3	0	0	8	0	4
Cc1c(-n2c(SCC(=O)O)nnc2-c2ccccc2Cl)c(=O)n(-c2ccccc2)n1C	4	0	4	13	2	4	5	-3	1
COc1ccccc1N1C(=O)c2cccc3c(Cl)ccc(c23)C1=O	-4	-29	1	7	5	4	0	3	4
COc1ccc(NS(=O)(=O)c2ccc(N3CCCC3)c(NC(=S)Nc3cccc(S(=O)(=O)N(C)C)c3)c2)cc1	-5	5	x	x	1	-10	33*	3	5
CC(C)CCn1c(O)c(N=Nc2ccccn2)c2ccccc21	-2	10	-2	2	3	-10	3	-4	-8
COc1ccc(CNC(=O)CCc2cc(OC)c(OC)c(OC)c2)cc1	-3	-2	2	8	-3	2	1	1	-3
O=C(Nc1ccc(F)cc1)c1cc2cc(Cl)ccc2[nH]1	-34	14	-16	-12	-5	-17	-16	-2	-23
O=C(CN1C(=O)NC2(CCCCC2)C1=O)N1CCN(S(=O)(=O)/C=C/c2ccccc2)CC1	4	-4	5	-1	5	-1	1	-2	1
CCOc1c(Br)cc(C(N)=O)cc1OC	4	-4	-3	1	8	-3	1	-4	-3
Cc1ccccc1NC(=O)c1ccc(F)c(S(=O)(=O)NCC2CCCO2)c1 (centres undefined)	1	11	5	1	2	0	1	1	-2
CCN(CC)C(=S)NC(=O)Cc1ccccc1	-1	4	0	4	5	-4	-1	-2	2
COC(=O)c1ccc(OCC(=O)Nc2ccccc2C(=O)NC2CC2)cc1	-3	6	4	9	x	-4	-1	-1	-111
COCCNCCCOc1ccc(C(C)(C)c2ccccc2)cc1	1	-18	5	0	1	1	7	2	7
CCC1(CC)C(=O)NC(=O)NC1=Nc1cccc(OC)c1	-1	-1	0	1	-1	-1	-3	3	-1
COC(=O)[C@@]1(Cc2ccc(OC)cc2)[C@H]2c3cc(C(=O)N4CCCC4)n(C[C@H](O)CO)c3C[C@H]2CN1C(=O)c1ccccc1	-7	0	x	x	2	-3	15	2	-1
COc1cc(OC)c(NC(C)C(=O)N2CCCC2)cc1Cl (centres undefined)	-7	7	3	4	-2	-3	-3	-4	3
CCOc1ccc(C2CC(c3cccc(C)c3)n3ncnc3N2)cc1 (centres undefined)	0	-27	1	-7	6	1	0	1	-2
CCc1ccc(C(=O)NNC(=O)[C@H](C)NC(=O)c2ccco2)cc1	x	36	2	7	x	x	2	0	x
O=C(c1cccs1)N1CCN=C1SCc1ccccc1F	9	1	2	5	11	2	6	0	1
Cc1ccccc1N(CC(=O)N/N=C/c1ccc(N(C)C)cc1)C(=O)c1ccccc1	1	15	0	3	11	1	8	1	-1
COC(=O)/C=C\C(=O)Nc1cccc([N+](=O)[O-])c1	-6	0	0	8	-3	-5	-6	-6	-4
O=C(NCC(c1ccco1)N1CCc2ccccc2C1)c1ccc(Br)cc1 (centres undefined)	0	-15	2	5	2	-1	3	1	-1
Cc1ccc(COC(=O)CN2C(=O)NC3(CCCC3)C2=O)cc1	7	22	5	1	x	-3	-2	11	1

(further entries)
Compound	LYPLA2 counter	PREPL inh	PAFAH1B2 inh	PAFAH1B3 FP inh	GSTO1 inh	LYPLA1 counter	pPAFAH inh	PAD4 FP inh	PME-1 primary
CN(C)/C=C(\C#N)C(=O)c1cccc(Oc2ccc(Br)cc2)c1	-1	-3	15	4	-16	-1	24	-4	1
CCSc1nnc(NC(=O)CCC2CCCCC2)s1	8	5	0	3	2	2	8	0	-3
Cc1ccccc1OCCCCCn1ccnc1	-1	-5	5	6	1	3	1	2	-1
CCCCn1c(=O)n(CC(=O)Nc2ccc(C)c(Cl)c2)c(=O)c2c1ncn2Cc1ccco1	-23	-20	0	-6	-24	-16	-2	-2	-3
C/C(=N/NC(=O)NC12CC3CC(CC(C3)C1)C2)c1ccccc1	-2	1	3	6	3	2	3	0	7
Cc1cc(C)n(CC(=O)c2cccc([N+](=O)[O-])c2)n1	-7	2	-6	0	-5	-1	3	-4	1
Cc1ccc(S(=O)(=O)NCCNC(=O)CN2CCCC2)cc1	3	2	-3	1	1	1	1	0	-1
CC1(C2CC(C(F)(F)F)n3nc(C(=O)O)cc3N2)CC1 (centres undefined)	0	4	5	-2	-1	3	0	-3	-4
O=[N+]([O-])c1ccc(-c2nc(Nc3cccc(O)c3)c3ccccc3n2)cc1	-11	29	8	16	-26	-13	7	-3	24
Cc1cccc2[nH]c(CN(C)Cc3nc(CC4CC4)no3)nc12	5	-2	0	14	0	1	-3	2	-2
CC1CCCN(S(=O)(=O)c2ccc(C(=O)Nc3sc4c(c3C(N)=O)CCN(C)C4)cc2)C1 (centres undefined)	-4	-1	-4	10	-15	-1	3	-3	-7
C/C(=N\OC(=O)c1ccc(F)cc1)c1sc(-c2ccc(Cl)cc2)nc1C	5	5	3	3	4	-3	3	1	-3
CC(=O)Nc1ccc(NC(=O)CSc2cn(CC(=O)N3CCOCC3)c3ccccc23)cc1	6	-5	-1	8	8	2	10	3	5
COc1ccc(/C=N/NC(=O)c2ccccc2)cc1CN1CCN(c2ccc(F)cc2)CC1	6	-6	3	-9	-3	-1	3	-1	-2
O=C(OCc1nc2ccccc2s1)c1ccc(Br)o1	2	-10	-2	7	7	2	7	-2	-1
CCN1CCN(Cc2ccc(OCc3ccccc3)c(OC)c2)CC1	3	10	-1	6	4	1	3	0	4
COc1ccc(C2=NOC(C(=O)Nc3cccc(O)c3)C2)cc1 (centres undefined)	-1	3	2	-4	-4	-1	0	-6	-3
O=C(NCCCn1ccnc1)c1sc2cccc(F)c2c1Cl	9	17	0	7	2	0	8	0	3

This is a subset, so the mix of outcomes need not match the whole.
